Source: PubChem BioAssay
PLCb3 inh: human PLC-beta3 inhibitors, primary screen, biochemical, fluorescence. 1-phosphatidylinositol 4,5-bisphosphate phosphodiesterase beta-3 (Homo sapiens), Q01970. 370,000 tested, 0.18% active. AID 720704, 2013. Purified PLC-beta3, fluorogenic substrate. inhibition, % at 12.2 µM; in the data active = inhibition above about 11%;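 also: 0% = median of compound wells on plate and 100% = full blocker control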
MBD2 DNA inh: inhibitors of MBD2 binding to methylated DNA, primary screen, biochemical, TR-FRET, DNA-binding domain, human; Methyl-CpG-binding domain protein 2 (Homo sapiens), Q9UBB5; MBD2 binding to methylated oligonucleotide; inhibition, % at 4.4 µM; 370,000 tested, 0.31% active; in the data active = inhibition above about 13%
hcDAF12 agonist: H. contortus DAF-12 nuclear receptor activators, primary screen, cell-based, luminescence, HEK293, lit1-tk-luc reporter | HEK293 hcDAF-12 lit1-tk-luc reporter; 0% DMSO, 100% Δ7-dafachronic acid | activation, % at 6.8 µM | 370,000 tested, 1.4% active;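 active = activation above the mean of all tested compounds plus 3 SD, cut at about 5.5% in these data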;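 also: 100% = response to 3 µM Δ7-dafachronic acid high control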
PLCg1 inh: PLC-gamma1 enzyme inhibitors, primary screen, biochemical, fluorescence, purified enzyme; 1-phosphatidylinositol 4,5-bisphosphate phosphodiesterase gamma-1 (Homo sapiens), P19174; fluorogenic substrate; inhibition, % at 12.2 µM; 370,000 tested, 0.84% active; AID 720700, 2013; in the data active = inhibition above about 9.5%
hgDAF12 agonist: H. glycines DAF-12 receptor agonists, primary screen, cell-based, luminescence, HEK293, GAL4 fusion, UAS-luciferase | HEK293 GAL4-hgDAF12 UAS-luciferase reporter, agonist luminescence; normalized to butyrate control | activation, % at 6.8 µM | AID 687014, 2013 | 370,000 tested, 1.8% active;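 active = activation above a cutoff set at the mean of all screened compounds plus 3 SD, cut at about 10% in these data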;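 also: 0% = DMSO wells and 100% = sodium butyrate wells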
DAX1 inh-1: DAX1 (NR0B1) inhibitors, primary screen, cell-based, HEK293, Gal4-DAX1, luciferase luminescence; HEK293 Gal4-DAX1 luciferase reporter; inhibition, % at 6.75 µM; AID 504766, 2011; 340,000 tested, 0.99% active; Nuclear receptor subfamily 0 group B member 1 (Homo sapiens), P51843;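 active = inhibition above the mean over all tested compounds plus 3 SD, cut at about 4.2% in these data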;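 also: 0% = DAX1-transfected cells with DMSO and 100% = empty-vector control cells with DMSO; inhibition shows as a rise in luminescence from relieved DAX1 repression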
Target sequence (P51843 207-470 limits assumed): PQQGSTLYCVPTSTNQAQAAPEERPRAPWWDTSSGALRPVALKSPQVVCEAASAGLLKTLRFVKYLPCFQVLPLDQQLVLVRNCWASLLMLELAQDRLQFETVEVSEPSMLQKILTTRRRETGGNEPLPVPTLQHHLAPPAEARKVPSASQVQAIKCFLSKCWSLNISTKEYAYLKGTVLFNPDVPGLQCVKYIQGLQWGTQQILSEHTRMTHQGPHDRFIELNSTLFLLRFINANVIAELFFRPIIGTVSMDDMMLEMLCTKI
ssDAF-12 act: S. stercoralis DAF-12 nuclear receptor activators, primary screen, cell-based, luminescence, HEK293, GRIP1 co-expression, lit1-tk-luc | Nuclear hormone receptor DAF-12 (Strongyloides stercoralis) | HEK293 ssDAF-12/GRIP1 lit1-tk-luc reporter; % of 3 µM dafachronic acid response | activation, % at 6.8 µM | 370,000 tested, 1% active | AID 652126, 2013;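 active = activation above the mean over all tested compounds plus 3 SD, cut at about 0.9% in these data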;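 also: 0% = DMSO-only wells and 100% = 3 µM delta7-dafachronic acid wells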
ADAM17 inh: ADAM17 inhibitors, primary screen, biochemical, QFRET | 370,000 tested, 0.83% active | AID 720648, 2013 | Disintegrin and metalloproteinase domain-containing protein 17 (Homo sapiens), P78536 | recombinant ADAM17, EDANS/DABCYL FRET peptide cleavage | inhibition, % at 6.95 µM;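 active = inhibition above the mean of compounds lying between control limits plus 3 SD, set per campaign, cut at about 8.5% in these data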;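 also: 0% = DMSO-only wells as the low control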
SMARCA2 act: SMARCA2 (BRM) function activators, primary screen, cell-based, luminescence, high throughput; MG213 cells, MMTV-luciferase reporter, dexamethasone, overnight; activation, % at 9.1 µM; 370,000 tested, 1% active; in the data active = activation above about 7.8%;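 also: 0% = vehicle wells and 100% = reference activator wells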
DAX1 inh-2: DAX1 (NR0B1) inhibitors on StAR promoter, primary screen, cell-based, luminescence, SF-1 (NR5A1), full-length DAX-1. HEK293T StAR-luciferase reporter, SF-1/DAX-1 repression relief. inhibition, % at 6.8 µM. 370,000 tested, 1.1% active. AID 652010, 2013;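 active = inhibition above the mean over all tested compounds plus 3 SD, cut at about 3.6% in these data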;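 also: 0% = DAX-1 cells with DMSO and 100% = cells lacking DAX-1 with DMSO; higher inhibition means more luminescence from relief of DAX-1 repression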
NR1D1 modulator: modulators of Rev-erb alpha DNA binding, primary screen, biochemical, FITC-DNA, fluorescence polarization, uHTS | Nuclear receptor subfamily 1 group D member 1 (Homo sapiens), P20393 | activity, % at 10 µM | Rev-erbα–FITC-DNA binding, 90 min | 370,000 tested, 0.79% active | AID 1259318, 2017;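 active = activity above about 14%, limit read from the data; passing the limit was not always enough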;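 also: 0% = DMSO wells with 35 nM protein and 100% = DMSO wells with 750 nM protein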
Target sequence (P20393 whole entry, looked up): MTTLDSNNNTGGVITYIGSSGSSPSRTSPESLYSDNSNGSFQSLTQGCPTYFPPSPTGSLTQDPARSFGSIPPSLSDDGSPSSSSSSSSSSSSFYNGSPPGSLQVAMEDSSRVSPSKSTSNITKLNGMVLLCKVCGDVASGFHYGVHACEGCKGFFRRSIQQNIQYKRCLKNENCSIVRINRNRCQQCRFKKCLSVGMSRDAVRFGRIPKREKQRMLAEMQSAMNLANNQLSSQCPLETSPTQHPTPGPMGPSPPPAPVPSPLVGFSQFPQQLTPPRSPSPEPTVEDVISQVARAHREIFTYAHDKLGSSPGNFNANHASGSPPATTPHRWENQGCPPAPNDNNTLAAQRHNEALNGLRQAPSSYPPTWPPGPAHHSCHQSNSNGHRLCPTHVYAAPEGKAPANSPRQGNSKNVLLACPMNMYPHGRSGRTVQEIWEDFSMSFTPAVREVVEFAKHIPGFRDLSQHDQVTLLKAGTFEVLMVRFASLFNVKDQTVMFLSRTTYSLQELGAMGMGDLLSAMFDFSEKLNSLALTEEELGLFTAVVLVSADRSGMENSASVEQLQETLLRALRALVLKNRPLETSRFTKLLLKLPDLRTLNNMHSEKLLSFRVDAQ
Starred values were filed as active, the others as inactive; . = not tested or not shown. Hits appear at their usual frequency; 7.4% or so of the library scored in one or more.

SMILES	PLCb3 inh	MBD2 DNA inh	hcDAF12 agonist	PLCg1 inh	hgDAF12 agonist	DAX1 inh-1	ssDAF-12 act	ADAM17 inh	SMARCA2 act	DAX1 inh-2	NR1D1 modulator
COc1ccc(NC(=O)CC2C(=O)N(Cc3cccs3)C(=S)N2C(C)C)cc1 (stereo unspecified)	-6	0	-0.9	3	0.5	1.5	-1.5	1	-3	-0.2	1
COc1ccc(C(=O)NCCN2CCN(C(=O)c3ccc(OC)cc3)CC2)cc1	-9	-3	-0.2	2	3.1	0.2	-0.7	-3	-1	0.7	-6
CCCCCCn1cc(C(=O)O)c(=O)c2ccccc21	-5	-9	-0.4	-3	-1.0	0.7	-1.1	1	-2	0.3	1
OCCCCC#Cc1c(-c2ccsc2)sc2ccccc12	-7	-3	-1.9	-4	1.1	-0.5	-1.1	1	1	0.3	-3
CCOC(=O)N1CCN(C(=O)CNC(=O)c2ccc(Br)o2)CC1	-3	2	0.1	-2	3.9	0.2	-0.9	-4	-1	-0.1	-2
CC(OC(=O)COc1ccccc1)C(=O)NC1CCCC1 (stereo unspecified)	4	-2	0.0	4	0.5	1.2	-1.1	-2	-2	0.0	-2
COc1ccc(-n2c(SCC(=O)N3CCOCC3)nc(O)cc2=O)cc1	-8	2	0.3	4	0.5	0.4	-1.2	-4	-1	-0.2	-1
COc1ccc(-c2nnc(SCC(=O)Nc3nc4ccccc4s3)n2C)cc1	1	2	0.3	2	2.4	1.1	-1.0	-3	-1	1.3	2
COc1ccc(NC(=O)Nc2cccc(NC(C)=O)c2)c(OC)c1	-2	-6	-0.5	-1	7.2	1.0	-1.1	1	1	0.1	-4
Cc1nc(SCC(=O)Nc2c(C)nn(C)c2C)c2cnn(-c3ccccc3)c2n1	4	-2	-1.8	5	0.0	-0.4	-1.1	-1	-1	-0.8	-1
CC(NS(=O)(=O)c1ccc(F)cc1)C(=O)Nc1ccc2c(c1)OCCO2 (stereo unspecified)	-5	-2	-0.8	-2	-0.8	-0.1	-1.5	1	-3	2.6	-1
CC1=C(C(=O)N(C(C)C)C(C)C)CC(CC(=O)NCCN2CCOCC2)C(=O)N1Cc1ccc(F)cc1 (stereo unspecified)	3	-2	0.6	1	-2.0	.	-0.7	-2	0	-0.3	8
Cn1c(N)c(C(=O)COC(=O)Cc2cccs2)c(=O)n(C)c1=O	1	-2	1.2	2	2.4	0.7	-1.3	3	-3	-0.8	1
CCC(C)OC(=O)C1=C(C)OC23OC(N)=C(C#N)C12C(=O)c1ccccc13 (stereo unspecified)	-14	-6	0.6	-13	-1.9	-0.2	-1.0	0	1	1.0	-2
CCCCN(C=O)c1c(CC)nc2ccc(C(=O)NCCc3ccccn3)cn12	-18	2	-0.1	-15	-0.8	.	-1.3	-9	-2	1.6	-9
O=C(CCC(=O)N1CCOc2ccccc21)NCCc1ccccc1	3	-6	-1.3	0	0.3	1.5	-1.1	-2	3	1.0	-5
COc1c(S(=O)(=O)NCCCN2CCOCC2)ccc(Cl)c1Cl	-1	-7	-2.0	5	-3.9	-0.5	-1.6	1	0	-0.6	-2
CCOC(=O)c1sc(N/N=C/c2cc(Br)c(O)c(OC)c2)nc1C	-416	1	-3.2	-342	-1.1	-0.9	-1.6	-11	1	-0.2	-7
C=CCN1C(=O)[C@H](CC(=O)NCc2ccc(OC)c(OC)c2)[C@@]2(C(=O)OCC)CCCC=C12	0	0	0.9	0	7.7	.	0.8	-9	0	0.1	5
O=C(O)CCCNC(=O)c1nn(Cc2ccccc2)c(=O)c2ccccc12	-6	-2	2.2	0	-3.2	-1.0	-1.2	-1	-2	-0.5	4
Nn1cnc2scc(-c3ccc(Cl)cc3)c2c1=O	-7	3	6.9*	-2	9.1	1.1	1.7*	-2	4	-0.3	-3
Cc1c(N=Cc2cccs2)c(=O)n(-c2ccccc2)n1C	-2	3	0.6	1	-1.3	-0.3	-1.5	-2	5	0.0	0
CC(=O)Nc1cccc(NC(=O)CSc2nc(C3CC3)nc3ccccc23)c1	-5	-1	-4.4	1	-5.1	-1.3	-2.0	-2	-5	-1.6	9
COc1cccc(C(=O)Nc2cc(=O)n(C)c(=O)n2C)c1OC	5	-4	-1.0	0	-1.8	-0.1	-1.2	-1	8.3*	1.1	3
CCOC(=O)c1ccccc1NC(=O)c1ccc(Cl)c(S(=O)(=O)N2CCOCC2)c1	3	2	0.6	-1	-2.6	1.5	-1.7	-4	-1	0.0	-1
N=C(N)Cc1ccccc1Sc1ccccc1	-2	1	-2.3	6	-3.1	-0.1	-0.9	-2	-4	-0.8	-4
CCC(C)NC(=O)CN1C(=O)NC2NC(=O)NC21 (stereo unspecified)	-5	-8	-0.8	4	0.8	2.2	-1.5	-1	1	0.2	-4
O=C(Cc1cccc(C(F)(F)F)c1)Nc1ccccc1	3	-1	-0.7	0	4.5	0.3	-0.8	-4	2	-1.1	2
CC(C)(C)c1ccc(CC(=O)N2CCC2(C)C(=O)Nc2cccc3ccccc23)cc1 (stereo unspecified)	1	0	0.5	1	-2.2	.	-1.5	6	0	-1.1	2
CC1(C)CC(=O)C(C=NCC(O)c2ccccc2)=C(O)C1 (stereo unspecified)	-1	1	-1.7	2	0.2	0.8	-0.8	-6	-1	0.4	-5
CCOC(=O)C(=O)N1CCN(c2cc3c(cc2[N+](=O)[O-])n(C)c(=O)n3C)CC1	-4	-12	-1.2	3	0.4	-0.2	-2.2	-2	1	-0.6	-2
c1ccc(OCCOCCN2CCOCC2)cc1	3	3	-1.2	-2	-1.4	-1.2	-1.1	-5	1	1.0	6
O=C(CSc1nnnn1-c1cccc2ccccc12)Nc1ccc(C(=O)O)cc1	-3	3	-1.3	4	-1.1	0.0	-0.7	1	2	-0.1	0
CCCC(O)(c1ccccc1)C(CN1CCOCC1)c1ccccc1 (stereo unspecified)	0	4	3.3	2	0.7	-0.1	-0.8	-1	-3	0.0	5
C=C1C(=O)N(C)CCC1C(CC)C(=O)OC (stereo unspecified)	4	4	-0.8	3	1.2	0.0	-1.1	-3	-4	-1.2	3
COc1cc(-c2nnc(CSc3nnc(Nc4ccc(Oc5ccccc5)cc4)s3)o2)cc(OC)c1OC	-7	4	-2.6	-4	0.8	-1.8	-0.3	6	1	-0.8	0
C/C=C/C(=O)OCC(=O)Nc1ccc(OC)c(OC)c1	-2	1	-1.5	2	-0.5	-0.3	-1.2	-3	-1	0.2	2
CCc1ccc(NC(=O)CSc2nnnn2C)cc1	-6	0	1.2	-1	9.8	2.6	0.6	3	1	1.1	4
CS(=O)(=O)c1ccc2nc(NC(=O)c3ccc(Cn4cc(Br)cn4)o3)sc2c1	-217	-2	-1.6	-135	6.0	-0.3	-0.5	-10	2	-1.5	-3
CN(/N=C/c1cccs1)c1cc(=O)n(C)c(=O)[nH]1	-13	-2	0.9	-9	0.3	0.4	-0.8	-2	2	-0.2	4
O=[N+]([O-])c1cccnc1Sc1n[nH]c(-c2ccc(Cl)cc2)n1	-2	0	0.5	2	4.1	2.0	-1.5	-4	3	-0.1	3
CC(=O)c1ccc([C@H](O)[C@@H](C(=O)N(C)c2ccccc2)C2CC2)cc1	-3	-2	-1.9	1	-1.3	.	-1.3	-1	-2	-0.7	-6
O=C(NCc1ccccn1)/C(=C/c1ccco1)NC(=O)c1ccccc1	-12	-4	-1.1	-11	-0.6	0.2	-1.4	-6	1	0.2	2
O=C(COC(=O)/C=C/c1ccc(Cl)cc1Cl)Nc1cc(C(F)(F)F)ccc1N1CCOCC1	1	0	-1.1	1	-0.6	0.7	-1.2	0	0	-0.9	2
CCOc1ccc(-n2c(=S)sc3c(=O)[nH]c(SCC(=O)NCc4ccco4)nc32)cc1	-1	-2	-2.0	2	0.2	-0.3	-0.4	0	-1	-0.3	0
COc1ccc(-n2c(CN3CCN(C)CC3)nc3ccc([N+](=O)[O-])cc3c2=O)c(OC)c1	-9	5	2.0	-1	-3.1	0.0	-0.1	-2	1	-0.2	6
O=C1CN(C(=O)/C=C/c2cc(Br)ccc2F)CCN1	-2	5	0.4	2	-1.7	-0.7	-0.7	-2	2	-0.4	-1
COc1ccc(Cl)cc1NS(=O)(=O)c1cccc(C(=O)NCC2(N(C)C)CCCCC2)c1	-8	0	-1.4	2	-1.5	0.1	0.0	-2	-1	0.4	-2
CCN(CC)c1ccc(NC(=O)CN(C)Cc2cccs2)cc1	-14	1	-1.6	-3	-0.8	1.4	-1.2	-4	0	-0.1	7
c1ccc(Cn2ncc3c(N4CCOCC4)ncnc32)cc1	1	3	-1.1	0	0.1	-0.5	-1.2	-6	-4	-0.8	5

Next part.
SMILES	PLCb3 inh	MBD2 DNA inh	hcDAF12 agonist	PLCg1 inh	hgDAF12 agonist	DAX1 inh-1	ssDAF-12 act	ADAM17 inh	SMARCA2 act	DAX1 inh-2	NR1D1 modulator
Oc1ccc(/C=N/N2CCN(Cc3ccccc3)CC2)cc1	1	0	1.0	1	-0.8	-1.1	-0.6	-5	-2	0.1	1
Cc1ccc(S(=O)(=O)Nc2ccc(NC(=O)c3cccnc3)cc2)cc1	-3	-1	0.2	-1	-0.8	0.0	-1.5	0	-5	1.3	0
COc1ccc(COC(=O)CCc2cc(OC)c(OC)c(OC)c2)cc1F	-6	4	2.1	1	0.3	-0.2	-0.6	0	1	-0.6	-1
COc1ccccc1NC(=S)NC(NC(C)=O)C(Cl)(Cl)Cl (stereo unspecified)	-7	-2	-0.1	0	3.0	0.2	-0.9	-4	0	0.2	-3
COc1ccc(NC(=O)CN(C)C(=O)CNC(=O)c2cccs2)cc1	-3	-2	-2.3	1	4.9	1.1	-1.1	-1	2	-1.5	0
Cc1ccc(S(=O)(=O)NC(CC(C)C)C(=O)N2CC(C)OC(C)C2)cc1 (stereo unspecified)	-4	8	-0.8	2	4.2	0.6	0.4	-4	-3	0.1	-5

An excerpt of these results, comma-delimited:
SMILES,PLCb3 inh,MBD2 DNA inh,hcDAF12 agonist,PLCg1 inh,hgDAF12 agonist,DAX1 inh-1,ssDAF-12 act,ADAM17 inh,SMARCA2 act,DAX1 inh-2,NR1D1 modulator
Cc1ccc(S(=O)(=O)Nc2ccc(NC(=O)c3cccnc3)cc2)cc1,-3,-1,0.2,-1,-0.8,0.0,-1.5,0,-5,1.3,0
COc1ccc(COC(=O)CCc2cc(OC)c(OC)c(OC)c2)cc1F,-6,4,2.1,1,0.3,-0.2,-0.6,0,1,-0.6,-1
